# Source: PubChem BioAssay (several laboratories)
# Rab2 wt GTP – modulators of GTP binding to Rab2A wildtype, primary screen, biochemical, dog, bead-based flow cytometry, multiplex; GST-Rab2 wt beads, Bodipy-GTP binding; GTP binding activity, % at 10 µM; 190,000 compounds, 0.19% hits; Ras-related protein Rab-2A (Canis lupus familiaris), P61105;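 active = GTP binding activity at least 20 points away from 100%, either lowered or raised; inconclusive = signal likely due to the compound's own green fluorescence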;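 also: 0% = beads with excess unlabeled GTP and 100% = no-compound control corrected for plate trend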
# Cdc42 wt – modulators of GTP binding to wildtype Cdc42, primary screen, biochemical, multiplex bead flow cytometry, Bodipy-GTP | Cell division control protein 42 homolog (Homo sapiens), P60953 | GST-Cdc42 beads; actives lie on both sides | 190,000 compounds, 0.2% hits | percent activity (GTP binding), % at 10 µM | AID 761, 2007;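 active = percent activity GTP binding at least 20 points away from the 100% baseline, either down as inhibitor or up as activator; inconclusive = compound flagged as likely green fluorescent from well-wide comparison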;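 also: median bead fluorescence of bound Bodipy-FL-GTP at 100 nM; 0% = excess unlabeled GTP control and 100% = no compound control; below 100% means less GTP binding so inhibitor and above means activator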
# Target sequence (P60953 whole entry, looked up): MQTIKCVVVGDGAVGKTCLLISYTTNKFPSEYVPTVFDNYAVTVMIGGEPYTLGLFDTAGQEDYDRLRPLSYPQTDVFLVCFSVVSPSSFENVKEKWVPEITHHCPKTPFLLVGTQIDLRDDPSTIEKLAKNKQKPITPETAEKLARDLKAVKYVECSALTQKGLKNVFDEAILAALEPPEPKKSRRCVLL
# Rac1 wt GTP bind – wildtype Rac1 GTP binding modulators, primary screen, biochemical, GST-Rac1 beads, flow cytometry, multiplex. 190,000 compounds, 0.27% hits. Ras-related C3 botulinum toxin substrate 1 (Homo sapiens), P63000. fluorescent GTP binding; actives lie on both sides; 0 = cold GTP competed, 100 = untreated. AID 757, 2007. GTP binding activity (% of control), % at 10 µM;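 active = GTP binding activity at least 20 points away from the 100% control level, either lower or higher; inconclusive = compound flagged as likely green fluorescent, judged across all proteins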
# HRas wt GTP – modulators of GTP binding to HRas wildtype, primary screen, biochemical, bead-based flow cytometry, multiplex. AID 759, 2007. GTP binding activity, % at 10 µM. 190,000 compounds, 0.14% hits. GST-Ras wt beads, Bodipy-FL-GTP binding; actives lie on both sides. GTPase HRas (Homo sapiens), P01112;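 active = GTP binding activity at least 20% away from the 100% baseline, either lowered as inhibitor or raised as activator; inconclusive = flagged as likely green fluorescent, judged across all proteins in the well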;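 also: 0% = unlabeled GTP competition control and 100% = no-compound control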
# Target sequence (P01112 whole entry, looked up): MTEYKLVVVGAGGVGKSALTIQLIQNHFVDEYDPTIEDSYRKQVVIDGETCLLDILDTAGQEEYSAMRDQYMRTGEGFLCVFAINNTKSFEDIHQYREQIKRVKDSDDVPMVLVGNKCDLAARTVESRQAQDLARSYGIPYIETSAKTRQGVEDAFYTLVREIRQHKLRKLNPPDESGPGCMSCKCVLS
# Rab7 wt modul – modulators of GTP binding to Rab7, primary screen, biochemical, wildtype, multiplex bead flow cytometry | Rab7 GTPase wild type (dog), Bodipy-FL-GTP binding | GST-Rab7 beads, fluorescent GTP binding; actives lie on both sides; untreated = 100%, excess cold GTP = 0% | GTP binding activity (percent of control), % at 10 µM | 190,000 compounds, 0.055% hits | AID 758, 2007;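 active = fluorescent GTP binding to Rab7 beads changed by at least 20 points from the 100% baseline, either direction, mostly lower; inconclusive = compound itself probably fluorescent, or too few beads counted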;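 also: median green fluorescence of bound Bodipy-FL-GTP per Rab7 bead population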
# Rac1 mut GTP – GTP binding modulators of activated mutant Rac1, primary screen, biochemical, bead-based flow cytometry, multiplex, fluorescent GTP | Ras-related C3 botulinum toxin substrate 1 (Homo sapiens), P63000 | percent activity (GTP binding), % at 10 µM | 190,000 compounds, 0.11% hits | GST-Rac1 activated beads; actives lie on both sides; 100% means binding = to untreated wells;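 active = GTP binding at least 20 percentage points away from the 100% baseline, in either direction, so actives lie on both sides; inconclusive = Compound likely fluorescent itself, or too few beads counted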
# Avidin bead fluor – green autofluorescence of compounds with avidin beads – biophysical, 488/530 nm, flow cytometry, artefact control, profiling panel; fluorescence (KMESF) at 10 µM; compound fluorescence 488/530 nm; active compounds read high; 220,000 compounds, 0.38% hits; in the data active = fluorescence above about 47; also: inactives centre near 10
# Mcl1-Noxa inh – Mcl-1/Noxa binding inhibitors, primary screen, biochemical, TR-FRET, 1536-well; inhibition, % at 21.7 µM; AID 1022, 2008; 220,000 compounds, 1.5% hits; TR-FRET Mcl-1/Noxa peptide binding, 2 h;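 active = compounds that cut the protein-peptide binding signal by more than 50% relative to plate controls in a single-dose test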;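 also: His-tagged Mcl-1 with rhodamine Noxa BH3 peptide and terbium anti-His antibody; 0% = Mcl-1 plus Noxa peptide wells and 100% = peptide-only wells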
# Target sequence (Q07820 whole entry, looked up): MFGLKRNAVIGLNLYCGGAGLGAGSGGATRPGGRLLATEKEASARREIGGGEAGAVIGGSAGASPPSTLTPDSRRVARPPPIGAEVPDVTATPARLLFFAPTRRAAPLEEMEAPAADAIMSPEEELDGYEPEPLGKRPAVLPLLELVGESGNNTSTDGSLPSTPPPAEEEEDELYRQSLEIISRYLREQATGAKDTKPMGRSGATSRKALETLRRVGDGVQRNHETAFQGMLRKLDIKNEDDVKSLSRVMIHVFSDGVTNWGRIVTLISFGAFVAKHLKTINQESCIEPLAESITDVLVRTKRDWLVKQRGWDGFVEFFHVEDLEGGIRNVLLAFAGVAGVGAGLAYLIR
# GSH fluor – compound fluorescence on glutathione beads, profiling panel, artefact control, biophysical, 488/530 nm, flow cytometry. GSH beads flow cytometry, compound fluorescence 488/530 nm; active compounds read high. fluorescence (KMESF) at 10 µM. 190,000 compounds, 0.25% hits; in the data active = fluorescence above about 89;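 also: glutathione beads carrying GST-tagged Bcl family fusion proteins plus one bare bead set; values are compound well signal with DMSO vehicle wells as background; inactives centre near 16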
# Pf gametocyte – late stage P. falciparum gametocyte viability inhibitors, primary screen, ATP luminescence, HTS; P. falciparum stage V gametocytes, 24 h; inhibition, % at 10.9 µM; 150,000 compounds, 0.065% hits;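 active = inhibition above the mean plus 3 SD of compounds within the control limits, set per campaign, cut at about 38% in these data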;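 also: 0% = DMSO wells and 100% = medium only without gametocytes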
# Mcl1-Bid inh – Mcl-1/Bid binding inhibitors, primary screen, biochemical, TR-FRET, 1536-well; TR-FRET Mcl-1/Bid-Dy647 peptide binding; Induced myeloid leukemia cell differentiation protein Mcl-1 (Homo sapiens), Q07820; AID 1021, 2008; 220,000 compounds, 0.97% hits; inhibition, % at 21.7 µM;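 active = compounds that cut the binding signal by more than half at the single screening dose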;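 also: His-tagged Mcl-1 with europium anti-His antibody binding Bid BH3 peptide; 0% = Mcl-1 plus peptide wells and 100% = peptide-only wells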
# * hit, by the source's call; ? = inconclusive; · = not tested or not shown.
SMILES	Rab2 wt GTP	Rab7 wt modul	Pf gametocyte	Rac1 mut GTP	Rac1 wt GTP bind	Avidin bead fluor	Mcl1-Noxa inh	Cdc42 wt	HRas wt GTP	Mcl1-Bid inh	GSH fluor
COc1cccc(NC(=O)CSc2nc3c(oc4ccccc43)c(=O)[nH]2)c1	93	94	11	96	98	13	6	93	97	-7	4
CC1CCN(c2ccc(C(=O)N3CCOCC3)cc2[N+](=O)[O-])CC1	98	99	·	94	98	10	4	101	101	-26	57
O=C1c2ccccc2NC(c2ccc(Cl)cc2Cl)N1O (centres undefined)	103	103	·	101	105	36	-28	105	103	15	16
Cc1ccc2nc(-c3ccncc3)c(NC3CCCC3)n2c1	98	104	-21	96	97	24	-13	95	99	-29	9
CC(C)C1N=C2c3ccccc3N=C(SCC#N)N2C1=O (centres undefined)	99	102	·	99	107	8	-12	103	102	36	5
COCCCn1c(-c2ccccc2)nc2ccccc2c1=O	104	103	·	103	114	13	-19	111	107	-29	25
Nc1c(N2CCCC2)c2ccccc2oc1=O	96	93	0	97	100	15	8	99	96	-38	12
C[C@H](CO)NC(=O)[C@H](C)[C@H]1C[C@]1(C)[C@H](NC(=O)OCc1ccccc1)c1ccccc1	98	99	·	97	103	11	-12	96	95	7	19
COC(=O)c1c(NC(=O)CSc2ncnc3[nH]ncc23)sc2c1CCC2	97	97	·	97	102	11	15	100	99	5	12
O=C(Nc1nnc(-c2ccco2)o1)c1ccc2ccccc2c1	90	92	-8	91	95	13	-46	94	91	-23	4
O=S(=O)(N/N=C\C=C\c1ccccc1)c1ccc(Br)cc1	98	97	17	94	92	35	25	92	94	-12	12
Cc1cc(C(=O)OCC(=O)N2CCOCC2)ccc1[N+](=O)[O-]	95	93	-20	95	92	12	-7	94	92	-13	16
CC(C)CNC(=O)COC(=O)/C=C/c1ccco1	101	101	-13	103	104	2	-4	103	101	-61	7
O=C(Nc1ccc(F)cc1F)c1cc2ncc(Br)cn2n1	95	94	-4	98	101	15	1	102	96	-43	24
c1ccc(-c2ccc(CN3CCN(c4ncccn4)CC3)cc2)cc1	100	100	22	100	101	13	6	100	100	-27	31
Cc1ccc(CNC(=S)Nc2cc(C(=O)O)ccc2C)cc1	99	105	-7	95	98	2	10	96	100	-34	10
CC(C)CC(=O)NC(=S)NNC(=O)c1ccc([N+](=O)[O-])cc1	98	100	19	101	105	9	-40	104	100	-93	10
CSc1nnc(C)c(=O)n1COC(=O)c1ccc(S(=O)(=O)N2CCCC2)cc1	100	99	-8	99	101	6	16	103	101	-36	15
COc1ccc(C2=NNC(c3cccnc3)=Nc3ccc(OC)cc32)cc1	96	96	·	95	99	11	7	97	94	-9	13
COCc1cc(C)nc2sc(C(=O)Nc3nccs3)c(N)c12	?	?	·	?	?	8	37	?	?	-13	13
O=C(CCc1ccccc1)Nc1nc2nc(-c3ccccc3)cc(=O)n2[nH]1	?	?	·	?	?	11	15	?	?	-9	11
CCNS(=O)(=O)c1ccc2nc(NC(=O)/C=C/c3cc(OC)c(OC)c(OC)c3)sc2c1	104	104	9	100	104	2	-14	100	103	-3	9
COc1ccccc1N1CCN(C(=O)c2sc3nc(-c4ccccc4)cn3c2C)CC1	101	99	·	98	101	19	-7	100	103	-22	52
O=C1c2ccccc2C(=O)N1CC1c2ccccc2CCN1C(=O)N1CCOCC1 (centres undefined)	96	99	·	94	99	30	1	97	97	2	13
CC1CCCCN1CC(=O)NC(c1ccccc1)c1ccccc1 (centres undefined)	99	104	9	98	100	14	38	98	99	4	12
Cc1ccc(C(=O)NNC(=O)C(C)Sc2nc(N)cc(N)n2)cc1 (centres undefined)	104	98	·	101	102	12	18	104	104	-40	24
CC(=O)OC(C(=O)N1CCOCC1)c1c(F)cccc1F (centres undefined)	97	98	8	96	98	3	9	96	96	6	12
CCCSc1nc2ccccc2n1CC(=O)O	102	106	·	95	100	3	9	99	99	-18	12
O=C(NCCN1C(=O)C2C3C=CC(C3)C2C1=O)Nc1ccccc1 (centres undefined)	99	104	·	95	101	20	-4	97	101	-8	13
Cn1c(=O)c2c(nc(N3CCCCC3)n2CCNC2=NCCC2)n(C)c1=O	103	98	2	99	103	22	11	104	104	-26	30
CCOC(=O)CNC(=O)CSc1nc(N)cc(N)n1	102	101	·	98	106	12	-2	103	101	-22	13
CCN(CC)c1ccc(-c2n[nH]c(=S)n2-c2ccccc2C)cc1	98	95	-3	95	94	8	-3	92	94	-37	15
CNC(=O)NC(=O)COC(=O)/C=C/c1cccc(Br)c1	92	94	-20	91	89	14	-13	90	91	-14	7
Cc1[nH]c2ccccc2c1C(=O)CN1CCCC1	99	99	9	100	100	7	15	98	99	-15	17
O=C1c2ccccc2C(=O)C1c1nccc2ccccc12	101	102	·	99	100	5	58*	100	100	35	23
Cc1nnc(N/N=C/C2CC=CCC2)[nH]c1=O (centres undefined)	96	99	-19	96	102	9	8	96	97	-39	23
COc1ccc(N2CCN(C(=O)CCNC(=O)c3ccc(C(C)(C)C)cc3)CC2)cc1	108	108	-24	101	103	16	26	104	107	-31	17
CSc1cc(-c2ccc(Cl)cc2)c(C(=O)N2CCCC2)s1	95	94	19	97	97	15	-20	94	96	-17	16
CCOP(=O)(OCC)C(NC(C)=O)C(=O)c1ccccc1 (centres undefined)	97	97	4	99	100	12	-3	98	98	1	74
C/C(N)=C(/C#N)C(=O)COC(=O)Cc1coc2ccc3ccccc3c12	95	93	-19	97	96	8	7	97	93	-5	13
CC1=CCC(Cc2nc3ccccc3o2)C1(C)C (centres undefined)	?	?	19	?	?	9	7	?	?	4	19
CC1(C)CC(=O)C(C=NCCN2CCOCC2)=C(O)C1	?	?	·	?	?	16	5	?	?	-16	25
COC(=O)c1cc2sccc2n1Cc1ccc(C)cc1	100	99	-5	101	106	24	25	102	99	-3	13
CC(C)OC(=O)CSc1nnc(-c2ccc(Cl)cc2Cl)n1N	99	97	4	100	101	13	1	102	101	-45	20
CCOC(=O)N1CCN(CCC(=O)Nc2cc(OC)cc(OC)c2)CC1	97	97	·	99	105	6	28	104	100	10	·
Cc1cccc(NC(=O)C2CCN(c3nccc(C)n3)CC2)c1	97	96	9	96	98	8	0	100	99	-22	53
CC[n+]1c(C)cc2c(sc3ccccc32)c1C	98	100	14	99	97	11	22	98	97	3	25
NC(=O)c1nsc(C(=O)N(c2cccc(F)c2)C(C(=O)NCC2CCCO2)c2cccs2)c1N (centres undefined)	101	106	11	99	102	6	-1	100	99	-24	19
Cc1ccnc(NC(=O)Cc2ccc([N+](=O)[O-])cc2)c1	97	94	-7	95	98	11	-1	99	95	-2	27
CN1CCc2c(c3ccccc3n2Cc2ccccc2)C1	99	100	·	98	101	7	-3	95	100	-20	19
COCCNc1oc(COc2cccc(C)c2)nc1C#N	97	94	18	96	97	16	-6	96	95	-15	28
CCOC(=O)c1c(C)[nH]c(C)c1C(=O)COC(=O)[C@@H]1CCCN1S(=O)(=O)c1ccc(Cl)cc1	98	94	·	97	95	17	26	99	100	-2	9
CCC1(CC)NC(=O)N(CC(=O)NCc2ccc3c(c2)OCO3)C1=O	95	99	·	96	95	12	19	98	97	-8	26
COC(=O)c1c(S(C)(=O)=O)nc(-c2ccccc2)[nH]c1=O	97	100	-15	99	106	5	28	104	99	18	11
Cc1cc(Cl)ccc1NC(=S)N(CCCN1CCOCC1)Cc1cccs1	99	104	-29	98	104	13	9	102	102	-30	13
CSc1ncccc1C(=O)OCC(=O)c1cccs1	99	94	21	91	92	12	-4	98	89	-10	14
COc1ccc(C)cc1NC(=O)c1cc2c(s1)CCC2	100	96	17	101	102	12	8	103	101	-16	10
O=C(COC(=O)Cc1ccc2c(c1)OCCO2)Nc1ccc(S(=O)(=O)N2CCCC2)cc1	101	100	-8	98	106	10	27	103	102	-14	12
OC(CNC1CCCC1)COc1ccc(-c2ccccc2)cc1 (centres undefined)	98	95	4	95	96	11	11	94	94	-6	11
CC(=O)c1ccc(NC(=O)CSc2nnc(Cn3cnc4ccccc43)o2)cc1	98	97	16	95	100	21	1	98	98	2	11

# Additional results follow.
SMILES	Rab2 wt GTP	Rab7 wt modul	Pf gametocyte	Rac1 mut GTP	Rac1 wt GTP bind	Avidin bead fluor	Mcl1-Noxa inh	Cdc42 wt	HRas wt GTP	Mcl1-Bid inh	GSH fluor
COc1ccc(S(=O)(=O)CCC(=O)Nc2ccc(OC)cc2OC)cc1	101	95	·	99	104	6	15	101	101	-15	14
COCC(=O)Nc1ccc(OC)c(Cl)c1	98	105	-3	98	98	3	-24	94	97	-7	19
Fc1cccc(NCc2ccoc2)c1	106	99	-3	101	100	8	18	107	105	1	69
CCCC(=O)Nc1ccc(NC(=O)Cc2ccccc2)cn1	99	99	-16	100	102	33	1	103	101	-2	25
CCOC(=O)c1c(C)c(-c2ccccc2)n(CC(=O)NCCC(C)C)c1C	100	99	·	97	105	5	1	99	97	-21	24
CC(C)Cn1c(N)c(C(=O)COC(=O)c2ccc(Cl)cc2)c(=O)n(C)c1=O	96	95	8	92	91	13	-75	90	93	-8	12
O=C(NCc1ccco1)Nc1ccc2nsnc2c1	98	97	·	96	99	5	16	100	99	0	17
O=C(c1ccc(Cn2cc(Cl)cn2)cc1)N1CCN(c2ccccc2)CC1	96	97	-13	95	94	14	11	96	95	-19	25
CC(C)NC(=O)c1ccccc1NC(=O)C1COc2ccccc2O1 (centres undefined)	100	101	·	101	104	21	1	103	100	-7	11

# Random draw from the library; any-hit rate near 3%.
